FID counter: fluorescent intercalator displacement, NS3 helicase counter-screen. DNA fluorescent intercalator displacement, fluorescence. inhibition, % at 7.9 µM. 290,000 compounds, 0.17% hits; in the data active = inhibition above about 37%;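 note: 0% = vehicle and 100% = reference compound; higher means more ethidium bromide displaced from hairpin DNA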
MEKK2mut PB1 HTS: signal of MEK5 binding to mutant human MEKK2 PB1 domain. bead flow cytometry, Alexa488-MEK5 binding to MEKK2 mutant. percent response, % at 10 µM. 290,000 compounds, 0.35% hits. AID 1530; in the data active = percent response above about 24%, passing the limit was not always enough; note: inactives centre near 1; some results filed as inactive read as strong as hits
VIM-2 inhibitor: blocks Pseudomonas aeruginosa VIM-2 metallo-beta-lactamase. purified VIM-2, nitrocefin hydrolysis, epi-absorbance fluorescence. inhibition, % at 5.6 µM. AID 1527. 290,000 compounds, 0.89% hits;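 active = inhibition above the mean of all tested compounds plus 3 SD, cutoff set per screening run, cut at about 7.5% in these data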;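 note: red hydrolysis product quenches plate fluorescence so inhibitors raise well fluorescence; 0% = enzyme with DMSO and 100% = DMSO without enzyme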
HCV NS3 hel inh: inhibitors of Hepatitis C virus NS3 helicase; NS3 helicase DNA unwinding, Cy5 molecular beacon fluorescence; 290,000 compounds, 0.56% hits; inhibition, % at 10.9 µM; AID 1800;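 active = inhibition above the mean of all tested compounds plus 3 SD, set per campaign, cut at about 35% in these data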;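 note: 0% = DMSO wells and 100% = thioflavine S control wells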
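Test system: hepatitis C virus NS3 helicase domain fragment enzyme. Also added: annealed dual-labelled DNA beacon duplex, ATP-started. Timing: 60 min unwinding reaction at 25 °C after ATP addition. Technique: Cy5 fluorescence. Measure: % inhibition of unwinding.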
NALP1 inh: inhibitors of NALP1 inflammasome in yeast; inhibition, % at 10 µM; 280,000 compounds, 0.61% hits; S. cerevisiae NALP1/ASC/caspase-1 growth, X-gal OD620, 72 h; in the data active = inhibition mostly above about 24%, no sharp cut-off; inactive = mostly below about 32%; note: some compounds called inactive have numbers as strong as hits
M18AAP inhibitor: PfM18AAP enzyme inhibition; inhibition, % at 7.35 µM; recombinant PfM18AAP, H-Glu-NHMec fluorogenic cleavage; 290,000 compounds, 1.2% hits;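 active = inhibition above the campaign mean inhibition over all tested compounds plus 3 SD, cut at about 28% in these data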;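 note: 0% = plate median of test compound wells and 100% = 2 mM ZnCl2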
IMP-1 inhibitor: blocks Pseudomonas aeruginosa IMP-1 metallo-beta-lactamase; purified IMP-1, nitrocefin hydrolysis, epi-absorbance fluorescence; inhibition, % at 5.6 µM; 290,000 compounds, 0.45% hits; AID 1556;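 active = inhibition above the mean plus 3 SD of all compounds in the same screening run, cut at about 4.5% in these data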;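 note: 0% = IMP-1 with DMSO and 100% = DMSO wells lacking enzyme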
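System: purified IMP-1; amount: IMP-1 0.2 nM before substrate addition; compound: single dose, 5.6 µM; times: 25 °C, 15 min preincubation, 25 min reaction; signal: Epi-absorbance via hydrolysed-nitrocefin quenching of white-plate fluorescence, 480/530 nm, EDTA stop; benchmarks: DMSO with and without IMP-1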
UBC9 SUMO inh: inhibitors of human SUMOylation (UBC9); 290,000 compounds, 0.36% hits; HTRF SUMOylation assay, SAE1/SAE2 + UBC9, in vitro; AID 2006; inhibition, % at 35 µM; P63279; in the data active = inhibition above about 50%, passing the limit was not always enough; note: strong numbers were not always called active
Target sequence (P63279 whole entry, looked up): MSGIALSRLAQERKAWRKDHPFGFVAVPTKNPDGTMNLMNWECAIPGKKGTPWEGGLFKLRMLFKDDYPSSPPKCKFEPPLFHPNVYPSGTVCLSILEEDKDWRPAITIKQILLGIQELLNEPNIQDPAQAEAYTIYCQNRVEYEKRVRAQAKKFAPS
MEKK2wt PB1 HTS: raises or lowers MEK5 binding to wildtype human MEKK2 PB1 domain; Q9Y2U5; bead flow cytometry, Alexa488-MEK5 binding to MEKK2 WT; actives lie on both sides; binding response (% of control), % at 10 µM; 290,000 compounds, 1.1% hits; in the data active = binding response below about 67% or above about 130%
Numbers without * were called inactive; . = no result given; [ ] = remark or other dose. Outcome played no part in choosing rows; overall some 4.7% were active at least once.

SMILES	FID counter	MEKK2mut PB1 HTS	VIM-2 inhibitor	HCV NS3 hel inh	NALP1 inh	M18AAP inhibitor	IMP-1 inhibitor	UBC9 SUMO inh	MEKK2wt PB1 HTS
COc1cc(OC)c(C#N)c(S(=O)(=O)Cc2ccccc2)c1	-2	6	2.9	2	6	3	-2.1	12	103
CCn1cc(CN2CCc3c([nH]c4ccccc34)C2c2cccc(OC)c2)c(C)n1 (stereo not drawn)	-5	-4	-1.5	-13	14	0	-1.2	10	93
C=CCOc1cccc(C2NC(=O)c3ccccc3O2)c1 (stereo not drawn)	-17	-3	-2.2	-8	-2	-13	-1.2	17	98
Cc1ccc(S(=O)(=O)NCCN=C(CN2CCOCC2)NS(=O)(=O)c2ccc(C)cc2)cc1	-26	-2	-0.7	1	33	-7	-1.6	-20	103
Cc1cc([N+](=O)[O-])nn1CC(=O)Nc1ccc(F)cc1	2	-1	-2.1	-3	3	1	-2.0	19	90
CCOc1ccc(NC(=O)CCS(=O)(=O)c2ccc3c(c2)CCCN3C(=O)CC)cc1	-21	1	-2.7	2	19	3	-3.0	-7	95
O=C(O)c1ccc(/C=N/NC(=O)C(O)(c2ccccc2)c2ccccc2)cc1	-13	0	-0.1	4	.	-8	-0.3	17	103
CC(=O)Nc1cccc(NC(=S)Nc2cccc3ccccc23)c1	-3	3	-4.5	1	-12	12	-0.8	57	102
Cc1ccc(C(=O)N2CCN(C(=O)c3ccco3)CC2)cc1NC(=O)c1ccco1	-10	5	-2.4	5	1	-9	-2.0	24	104
COc1ccc(NC(=O)CN2CCc3ccccc3C2)cc1OC	-13	3	-1.9	-1	-11	3	-2.9	19	104
Cc1cc(O)c(C(C[N+](=O)[O-])c2ccc(Cl)cc2Cl)c(=O)o1 (stereo not drawn)	-6	5	0.6	2	-8	6	-0.9	9	105
CNC(=O)C(C)NS(=O)(=O)c1ccc(F)cc1 (stereo not drawn)	-1	2	-0.8	-5	6	-4	-4.5	29	102
CS(=O)(=O)C1=NSC2=NC(=O)/C(=C\c3cccn3-c3ccccc3Cl)C(=N)N21	-29	0	-4.0	28	-13	6	-0.5	38	114
CC1C2CC(C(S(=O)(=O)N3CCOCC3)C2=O)C1(C)C (stereo not drawn)	1	-6	-0.8	-3	1	-4	-0.9	13	79
Cc1cccc(S(=O)(=O)NNC(=O)Cc2cccn2C)c1	-13	-7	1.9	15	7	5	0.5	-4	90
Cc1oc(-c2ccccc2F)nc1CS(=O)CC(=O)NCCN1CCCCC1C (stereo not drawn)	5	2	0.9	0	11	-7	-1.0	.	105
CCNS(=O)(=O)c1ccc(CCC(=O)NCCC2=CCCCC2)cc1	-22	-2	-0.7	3	27	-7	-4.4	3	100
[O-]C1=N/[N+](=C/c2ccc(Cl)cc2)CC1	-2	-1	-2.4	-2	43	16	-4.0	11	103
CCCNC(=O)Nc1nc(CC(=O)OCC)cs1	7	-9	-2.0	1	29	1	-1.0	13	98
O=C(NC1CC1)C1=C[C@@H](c2coc3ccccc3c2=O)C[C@@H](OCc2ccc(CO)cc2)O1	-30	-2	-0.5	0	19	-8	-0.9	11	85

Eleven structures already listed, ordered by number of heavy atoms, ascending.
SMILES	FID counter	MEKK2mut PB1 HTS	VIM-2 inhibitor	HCV NS3 hel inh	NALP1 inh	M18AAP inhibitor	IMP-1 inhibitor	UBC9 SUMO inh	MEKK2wt PB1 HTS
CNC(=O)C(C)NS(=O)(=O)c1ccc(F)cc1 (stereo not drawn)	-1	2	-0.8	-5	6	-4	-4.5	29	102
CC1C2CC(C(S(=O)(=O)N3CCOCC3)C2=O)C1(C)C (stereo not drawn)	1	-6	-0.8	-3	1	-4	-0.9	13	79
Cc1cccc(S(=O)(=O)NNC(=O)Cc2cccn2C)c1	-13	-7	1.9	15	7	5	0.5	-4	90
Cc1cc(O)c(C(C[N+](=O)[O-])c2ccc(Cl)cc2Cl)c(=O)o1 (stereo not drawn)	-6	5	0.6	2	-8	6	-0.9	9	105
CC(=O)Nc1cccc(NC(=S)Nc2cccc3ccccc23)c1	-3	3	-4.5	1	-12	12	-0.8	57	102
CCNS(=O)(=O)c1ccc(CCC(=O)NCCC2=CCCCC2)cc1	-22	-2	-0.7	3	27	-7	-4.4	3	100
O=C(O)c1ccc(/C=N/NC(=O)C(O)(c2ccccc2)c2ccccc2)cc1	-13	0	-0.1	4	.	-8	-0.3	17	103
Cc1oc(-c2ccccc2F)nc1CS(=O)CC(=O)NCCN1CCCCC1C (stereo not drawn)	5	2	0.9	0	11	-7	-1.0	.	105
Cc1ccc(C(=O)N2CCN(C(=O)c3ccco3)CC2)cc1NC(=O)c1ccco1	-10	5	-2.4	5	1	-9	-2.0	24	104
CCOc1ccc(NC(=O)CCS(=O)(=O)c2ccc3c(c2)CCCN3C(=O)CC)cc1	-21	1	-2.7	2	19	3	-3.0	-7	95
Cc1ccc(S(=O)(=O)NCCN=C(CN2CCOCC2)NS(=O)(=O)c2ccc(C)cc2)cc1	-26	-2	-0.7	1	33	-7	-1.6	-20	103

Continued.
SMILES	FID counter	MEKK2mut PB1 HTS	VIM-2 inhibitor	HCV NS3 hel inh	NALP1 inh	M18AAP inhibitor	IMP-1 inhibitor	UBC9 SUMO inh	MEKK2wt PB1 HTS
CCC(NS(=O)(=O)c1ccc(OC)cc1)C(=O)NCCC1=CCCCC1 (stereo not drawn)	-11	-2	-4.7	-1	2	-2	0.6	14	103
Cc1[nH]n(-c2ccc(Cl)cc2)c(=O)c1C=Nc1ccc(S(=O)(=O)N2CCOCC2)cc1	1	9	-0.9	9	-4	-3	-1.2	2	108
Cc1ccc(NC(=O)CCn2ccc([N+](=O)[O-])n2)nc1	1	-3	0.7	-5	31	-14	-2.5	3	96
CCc1cccc(C)c1NC(=O)CCCC(=O)O	2	3	-3.7	2	1	-9	-1.9	14	105
O=C(NCCCN1CCCCC1)C1CCCN(c2ncnc3c2nc2n3CCCCC2)C1 (stereo not drawn)	8	-1	1.8	-7	13	-13	-1.7	19	102
COc1ccccc1NC(=O)CSc1nnc(Cc2ccccc2)o1	-3	7	-3.7	-6	-3	2	-3.4	-9	110
COc1cc(C(=O)Nc2cc(C(F)(F)F)ccc2-n2cncn2)cc(OC)c1OC	-16	-1	-0.1	1	6	-5	-5.1	7	101
C/C(=N\NC(=S)Nc1cccc(C)c1)c1ccco1	-5	-18	-4.1	-8	6	14	-3.6	13	9.0*[inhibitor]
O=C(c1ccc(S(=O)(=O)N2CCOCC2)cc1)N1CCN(c2ccc(F)cc2)CC1	-9	-2	-3.3	-8	13	0	-3.6	-1	101
CCOC(=O)C1=C(C)NC2=C(C(=O)CCC2)C1c1cccnc1 (stereo not drawn)	-1	-5	-2.0	7	2	7	-7.4	24	100
Cc1ccc(SC(C)C(=O)NCc2ccc(F)cc2)cc1 (stereo not drawn)	4	2	-3.4	5	14	-6	-4.4	5	100
Cc1ccc(SCC(=O)Nc2ccc(C(=O)Nc3ccc(O)cc3)cc2)cc1	-7	-1	-4.0	8	9	-3	-3.4	20	99
O=C(CSc1nnnn1C1CCCC1)Nc1ccc(F)cc1	-3	1	-1.4	1	-1	7	-1.5	13	99
CC1Cc2cc(S(=O)(=O)N3CCC(C(=O)N(C)Cc4ccccc4)CC3)ccc2N1C(=O)C1CC1 (stereo not drawn)	-58	2	-0.1	-6	-1	-9	-1.0	13	105
Cc1[nH]n2c(=O)c3c(nc2c1-c1ccccc1)CCC3	-5	-3	1.9	0	11	-3	-3.4	5	99
CC1c2cc3c(cc2CCN1C(=O)c1ccc(Br)cc1)OCCCO3 (stereo not drawn)	-47	-2	-1.7	-11	19	-1	0.5	-8	98
CCC(=O)Nc1ccc(C(=O)Nc2ccc(Br)cc2F)cc1	-2	-3	0.5	-6	-7	-6	0.2	36	105
Cc1nc2ccc(S(=O)(=O)NC(C(=O)N3CCn4c3nc3ccccc34)C(C)C)cc2s1 (stereo not drawn)	-20	0	-1.9	3	-3	2	-2.0	12	100
CCOc1cc(CNc2ccc(O)cc2)ccc1OCc1ccc(Cl)cc1Cl	-6	-1	-2.2	9	42	14	-1.5	28	97
O=C(c1ccc(Sc2cccc(Cl)c2)c([N+](=O)[O-])c1)N1CCN(c2ccccn2)CC1	16	-3	1.3	-4	4	-10	-1.1	3	93

Part of the list above, with each value named:
mol: CCOc1cc(CNc2ccc(O)cc2)ccc1OCc1ccc(Cl)cc1Cl
  FID counter: -6
  MEKK2mut PB1 HTS: -1
  VIM-2 inhibitor: -2.2
  HCV NS3 hel inh: 9
  NALP1 inh: 42
  M18AAP inhibitor: 14
  IMP-1 inhibitor: -1.5
  UBC9 SUMO inh: 28
  MEKK2wt PB1 HTS: 97

mol: O=C(c1ccc(Sc2cccc(Cl)c2)c([N+](=O)[O-])c1)N1CCN(c2ccccn2)CC1
  FID counter: 16
  MEKK2mut PB1 HTS: -3
  VIM-2 inhibitor: 1.3
  HCV NS3 hel inh: -4
  NALP1 inh: 4
  M18AAP inhibitor: -10
  IMP-1 inhibitor: -1.1
  UBC9 SUMO inh: 3
  MEKK2wt PB1 HTS: 93

New compounds follow
SMILES	FID counter	MEKK2mut PB1 HTS	VIM-2 inhibitor	HCV NS3 hel inh	NALP1 inh	M18AAP inhibitor	IMP-1 inhibitor	UBC9 SUMO inh	MEKK2wt PB1 HTS
CCCCCCNCc1cccc(Br)c1	9	7	-2.8	-9	8	-3	-4.0	-9	107
CCOC(=O)c1ccccc1NC(=O)Cn1cnc2c(cnn2-c2ccccc2)c1=O	-4	2	-0.4	0	-18	7	-2.8	-10	97
CN1CCN(c2ccc([N+](=O)[O-])cc2C(=O)c2ccc(Br)cc2)CC1	8	-3	-0.9	-7	9	-1	-1.1	2	107
CC(SC(=S)N(C)Cc1cccs1)C(=O)O (stereo not drawn)	1	-2	-1.0	6	29	3	0.0	6	97
Nc1c(Sc2ccccc2)c(=O)[nH]c(=O)n1Cc1ccccc1	-5	5	-0.3	3	.	-6	-5.9	.	105
